Source: PubChem
HEK293 NOD2/NF-kB: NOD2 signaling inhibitors, cell-based, luminescence, uHTS, HEK293 (AID 1566) | HEK293 NOD2/NF-kB luciferase reporter, luminescence; higher % means a stronger effect | inhibition, % at 4 µM; hits with a dose series show EC50 in µM | 290,000 compounds, 0.63% hits; further: many of its hits are not listed in these tables
GPR55 beta-arrestin: GPR55 agonists via beta-arrestin recruitment, primary screen, imaging, U2OS cells, beta-arrestin-GFP redistribution (AID 1961); G-protein coupled receptor 55 (Homo sapiens); U2OS GPR55 beta-arrestin-GFP redistribution imaging; higher % means a stronger effect; activation, % at 10 µM; hits with a dose series show EC50 in µM; 290,000 compounds, 0.048% hits;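 active means activation above 40% with more than 50 cells counted in the well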;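 further: U2OS osteosarcoma cells stably expressing GPR55 and beta-arrestin-GFP; plate controls were DMSO negative control for no effect and LPI positive control for full effect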
NOD1 inhibition: NOD1 signaling inhibitors, primary screen, cell-based, luminescence, uHTS (AID 1578); NOD1-driven NF-kB luciferase reporter cells, luminescence; higher % means a stronger effect; one-dose inhibition, % at 4 µM; EC50 in µM for titrated hits; 290,000 compounds, 1% hits; in the data active means inhibition mostly above about 36%, no sharp cut-off; inactive means mostly below about 34%;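 further: HEK-293T reporter cells stimulated with the NOD1 agonist gamma-tri-DAP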
KOR beta-arrestin-1: KOR antagonists, beta-arrestin recruitment, cell-based, luminescence, uHTS (AID 1778); KOR beta-arrestin recruitment, luminescence, antagonist mode; higher % means a stronger effect; inhibition, % at 10 µM; hits with a dose series show IC50 in µM; 290,000 compounds, 0.091% hits; Kappa-type opioid receptor (Homo sapiens); further: strong numbers were not always called active
KOR beta-arrestin-2: KOR agonists, beta-arrestin recruitment, primary screen, cell-based, luminescence, uHTS (AID 1777); activation, % at 10 µM, or EC50 in µM where a hit was titrated; 280,000 compounds, 0.02% hits; KOR beta-arrestin recruitment, luminescence; higher % means a stronger effect; Kappa-type opioid receptor (Homo sapiens); in the data active means activation above about 50%, passing the limit was not always enough; further: a part of the inactive calls stands beside numbers as strong as those of hits
MgcRacGAP inhibition: MgcRacGAP GTPase-activating activity inhibitors, confirmation, biochemical, ADP Hunter fluorescence | one-dose inhibition, % at 30 µM; IC50 in µM for titrated hits | 340,000 compounds, 0.6% hits | Rac GTPase-activating protein 1 (Homo sapiens) | AID 624330, 2012 | MgcRacGAP-stimulated Rac1 GTP hydrolysis, ADP Hunter fluorescence; higher % means a stronger effect; GST-tagged Rac1 F28L mutant substrate;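 active means first-screen hits whose inhibition reached a set limit at any dose in the follow-up dose series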;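 further: fluorescence reports GDP produced by GAP-driven GTP hydrolysis; strong numbers were not always called active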
SV40 large T antigen: SV40 large T antigen inhibitors, biochemical (AID 1903); SV40 large T antigen ATPase/helicase inhibition assay; higher % means a stronger effect; inhibition, % at 20 µM; hits with a dose series show IC50 in µM; 310,000 compounds, 0.39% hits; in the data active means a potency from the dose series; further: strong numbers were not always called active
GPR55 antagonists: GPR55 antagonists blocking LPI-driven arrestin recruitment, primary screen, imaging, U2OS, beta-arrestin-GFP, LPI agonist (AID 2013) | G-protein coupled receptor 55 (Homo sapiens) | U2OS GPR55 beta-arrestin-GFP translocation imaging, LPI antagonism; higher % means a stronger effect | one-dose inhibition, % at 10 µM; IC50 in µM for titrated hits | 290,000 compounds, 0.13% hits;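 active means spots per cell inhibited over 60%, with over 100 cells counted and total cytoplasm intensity under 500,000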;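 further: U2OS cells stably carrying GPR55 and arrestin-GFP stimulated by 5 µM LPI near EC80; imaged beta-arrestin-GFP aggregate spots per cell after agonist stimulation; plate controls were LPI-stimulated DMSO wells for no effect and DMSO wells without LPI for full effect; some results filed as inactive read as strong as hits; confirmed hits need IC50 under 10 µM and bright autofluorescent wells are also inconclusive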
HIV fusion peptide: inhibitors of HIV fusion peptide binding, primary screen, biochemical, uHTS, fluorescence dequenching (AID 1986); cell-free peptide binding, fluorescence dequenching, 30 min; higher % means a stronger effect; one-dose inhibition, % at 20 µM; IC50 in µM for titrated hits; 290,000 compounds, 0.3% hits; in the data active means inhibition mostly above about 52%, no sharp cut-off; inactive means mostly below about 76%; further: some results filed as inactive read as strong as hits
* marks the source's active call; other numbers are inactive results; [ ] = remark or other dose. Unless noted, no stated cut-off is given here; in the data, active means inhibition above about 50%; inactive means the rest.

Screening CC(=O)NC(Cc1ccccc1)c1ccc2c(c1)OCCCO2 (configuration not stated) returned HEK293 NOD2/NF-kB -3%, GPR55 beta-arrestin -0.3%, NOD1 inhibition -1%, KOR beta-arrestin-1 -3%, KOR beta-arrestin-2 -1.4%, MgcRacGAP inhibition 8%, SV40 large T antigen 5%, GPR55 antagonists 5% and HIV fusion peptide 2.7%.
For CCOC(=O)Cc1csc(NC(=O)Cc2ccc(C)cc2)n1 the results were HEK293 NOD2/NF-kB -1%, GPR55 beta-arrestin 0.1%, NOD1 inhibition -23%, KOR beta-arrestin-1 -2%, KOR beta-arrestin-2 -4.3%, MgcRacGAP inhibition 5%, SV40 large T antigen 4%, GPR55 antagonists -6% and HIV fusion peptide 0.4%.
Screening Cc1cc(-c2ccc(C)c(S(=O)(=O)N3CCN(c4ccccn4)CC3)c2)on1 returned HEK293 NOD2/NF-kB 18%, GPR55 beta-arrestin -0.2%, NOD1 inhibition -13%, KOR beta-arrestin-1 -7%, KOR beta-arrestin-2 -3.3%, MgcRacGAP inhibition 7%, SV40 large T antigen 10%, GPR55 antagonists 21% and HIV fusion peptide 0.4%.
Cc1cc2nc(C(C)(C)C)cc(N)n2n1 was read as HEK293 NOD2/NF-kB 6%, GPR55 beta-arrestin 0.5%, NOD1 inhibition -13%, KOR beta-arrestin-1 -48%[20 µM], KOR beta-arrestin-2 -1.0%, MgcRacGAP inhibition 4%, SV40 large T antigen 8%, GPR55 antagonists -2% and HIV fusion peptide 0.6%.
`CCOC(=O)c1c(NC(N)=O)nc2n1CCC2` gave HEK293 NOD2/NF-kB 4%, GPR55 beta-arrestin -0.1%, NOD1 inhibition -30%, KOR beta-arrestin-1 41%, KOR beta-arrestin-2 0.0%, MgcRacGAP inhibition 3%, SV40 large T antigen 11%, GPR55 antagonists 7% and HIV fusion peptide -1.0%.
Cc1ccc2nc(-c3ccccc3NC(=O)CCC(=O)O)c(=O)[nH]c2c1 was read as HEK293 NOD2/NF-kB 4%, GPR55 beta-arrestin 0.3%, NOD1 inhibition -14%, KOR beta-arrestin-1 -17%, KOR beta-arrestin-2 0.1%, MgcRacGAP inhibition 4%, SV40 large T antigen -8%, GPR55 antagonists -6% and HIV fusion peptide -0.6%.
`COc1cc(-c2nnc(SCC(=O)N(C)C3CCS(=O)(=O)C3)o2)cc(OC)c1OC` (configuration not stated) gave HEK293 NOD2/NF-kB 6%, GPR55 beta-arrestin -0.3%, NOD1 inhibition -15%, KOR beta-arrestin-1 -2%, KOR beta-arrestin-2 -4.8%, MgcRacGAP inhibition 0%, SV40 large T antigen 13%, GPR55 antagonists 2% and HIV fusion peptide -2.0%.
For O=C(Nc1nc(-c2ccncc2)cs1)C1COc2ccccc2O1 (configuration not stated) the results were HEK293 NOD2/NF-kB 6%, GPR55 beta-arrestin -0.3%, NOD1 inhibition 1%, KOR beta-arrestin-1 -15%, KOR beta-arrestin-2 -4.1%, MgcRacGAP inhibition 48%, SV40 large T antigen -4%, GPR55 antagonists 0% and HIV fusion peptide -0.3%.
CCOC(=O)C1CCCN(C(=O)CN2C(=O)COc3ccc(C(C)(C)C)cc32)C1 (configuration not stated) was read as HEK293 NOD2/NF-kB 2%, GPR55 beta-arrestin 0.0%, NOD1 inhibition -1%, KOR beta-arrestin-1 -11%, KOR beta-arrestin-2 -4.3%, MgcRacGAP inhibition 4%, SV40 large T antigen 1%, GPR55 antagonists 18% and HIV fusion peptide -0.7%.
`O=Cc1c(NCc2ccccc2Cl)c2ccccc2[nH]c1=O` gave HEK293 NOD2/NF-kB -4%, GPR55 beta-arrestin 0.6%, NOD1 inhibition -32%, KOR beta-arrestin-1 -33%[20 µM], KOR beta-arrestin-2 0.5%, MgcRacGAP inhibition 2%, SV40 large T antigen 7%, GPR55 antagonists -4% and HIV fusion peptide 1.5%.
Screening Cc1nnsc1C(=O)NNc1ccc(Cl)cc1 returned HEK293 NOD2/NF-kB -4%, GPR55 beta-arrestin -0.1%, NOD1 inhibition -9%, KOR beta-arrestin-1 11%, KOR beta-arrestin-2 -4.8%, MgcRacGAP inhibition 9%, SV40 large T antigen 9%, GPR55 antagonists 3% and HIV fusion peptide -0.8%.
For Cc1cc(N=Cc2c(O)n(-c3cccc(C(F)(F)F)c3)c(=O)c3ccccc23)no1 the results were HEK293 NOD2/NF-kB 5%, GPR55 beta-arrestin 0.2%, NOD1 inhibition -14%, KOR beta-arrestin-1 12%, KOR beta-arrestin-2 4.9%, MgcRacGAP inhibition 7%, SV40 large T antigen 9%, GPR55 antagonists 14% and HIV fusion peptide 0.8%.
`OC(COCc1ccc(Cl)cc1)CN1CCN(CC(O)COCc2ccc(Cl)cc2)CC1` (configuration not stated) gave HEK293 NOD2/NF-kB 10%, GPR55 beta-arrestin 0.7%, NOD1 inhibition -28%, KOR beta-arrestin-1 1%, KOR beta-arrestin-2 5.6%, MgcRacGAP inhibition 8%, SV40 large T antigen 1%, GPR55 antagonists 0% and HIV fusion peptide -0.7%.
For O=C(COc1ccccc1)NCC(=O)N/N=C/C=C/c1ccccc1 the results were HEK293 NOD2/NF-kB 16%, GPR55 beta-arrestin -0.1%, NOD1 inhibition -10%, KOR beta-arrestin-1 20%, KOR beta-arrestin-2 -2.5%, MgcRacGAP inhibition 2%, SV40 large T antigen 1%, GPR55 antagonists 6% and HIV fusion peptide 1.1%.
For CC(=O)c1cccc(NC(=O)COC(=O)c2ccc3c(c2)OCCO3)c1 the results were HEK293 NOD2/NF-kB -4%, GPR55 beta-arrestin 0.3%, NOD1 inhibition -28%, KOR beta-arrestin-1 -3%, KOR beta-arrestin-2 6.9%, MgcRacGAP inhibition 5%, SV40 large T antigen 11%, GPR55 antagonists -4% and HIV fusion peptide 1.1%.
For COc1ccc(/C=C(\NC(=O)/C=C/c2ccco2)C(=O)NCCc2nc3ccccc3[nH]2)cc1 the results were HEK293 NOD2/NF-kB 16%, GPR55 beta-arrestin -0.1%, NOD1 inhibition -17%, KOR beta-arrestin-1 1%, KOR beta-arrestin-2 2.3%, MgcRacGAP inhibition 0%, SV40 large T antigen 15%, GPR55 antagonists 11% and HIV fusion peptide 31%.
For CCCNC(=O)c1cc(-c2ccc(OC)cc2)n(CCCOC)c1C the results were HEK293 NOD2/NF-kB 12%, GPR55 beta-arrestin 0.4%, NOD1 inhibition -30%, KOR beta-arrestin-1 2%, KOR beta-arrestin-2 -1.2%, MgcRacGAP inhibition -3%, SV40 large T antigen 4%, GPR55 antagonists 9% and HIV fusion peptide -3.2%.
For CSCC[C@H](N)C(=O)NC[C@H]1CC[C@H](C(=O)N[C@@H](Cc2ccccc2)C(=O)O)CC1 the results were HEK293 NOD2/NF-kB 12%, GPR55 beta-arrestin 0.0%, NOD1 inhibition 4%, KOR beta-arrestin-1 11%, KOR beta-arrestin-2 -2.6%, MgcRacGAP inhibition 5%, SV40 large T antigen 9%, GPR55 antagonists 19% and HIV fusion peptide -0.3%.
Screening O=C(O)CCNC(=O)/C(=C/C=C/c1ccccc1)NC(=O)c1ccccc1 returned HEK293 NOD2/NF-kB 15%, GPR55 beta-arrestin -0.2%, NOD1 inhibition -10%, KOR beta-arrestin-1 -13%, KOR beta-arrestin-2 -3.9%, MgcRacGAP inhibition 7%, SV40 large T antigen 1%, GPR55 antagonists 12% and HIV fusion peptide 1.3%.
COC(=O)C1CCN(C(=O)COC(=O)CCc2nc3ccccc3c(=O)[nH]2)CC1 was read as HEK293 NOD2/NF-kB 12%, GPR55 beta-arrestin 1.3%, NOD1 inhibition -26%, KOR beta-arrestin-1 9%, KOR beta-arrestin-2 -0.9%, MgcRacGAP inhibition 9%, SV40 large T antigen 4%, GPR55 antagonists 2% and HIV fusion peptide 1.7%.
Screening O=C(Nc1ccc(N2CCCCC2)cc1)c1ccc([N+](=O)[O-])o1 returned HEK293 NOD2/NF-kB 8%, GPR55 beta-arrestin 0.8%, NOD1 inhibition 5%, KOR beta-arrestin-1 -19%, KOR beta-arrestin-2 0.8%, MgcRacGAP inhibition 8%, SV40 large T antigen 12%, GPR55 antagonists 3% and HIV fusion peptide 2.6%.
C=CCn1c(CNC(=O)c2ccco2)nnc1SCC(=O)c1ccc(OC)cc1 was read as HEK293 NOD2/NF-kB 6%, GPR55 beta-arrestin -0.2%, NOD1 inhibition -21%, KOR beta-arrestin-1 6%, KOR beta-arrestin-2 -3.8%, MgcRacGAP inhibition 5%, SV40 large T antigen 23%, GPR55 antagonists -2% and HIV fusion peptide -1.1%.
Screening COc1ccccc1Nc1nc(N)nc(CSc2nccc(C)n2)n1 returned HEK293 NOD2/NF-kB -13%, GPR55 beta-arrestin 0.0%, NOD1 inhibition -2%, KOR beta-arrestin-1 10%, KOR beta-arrestin-2 0.2%, MgcRacGAP inhibition 1%, SV40 large T antigen 2%, GPR55 antagonists 2% and HIV fusion peptide 0.5%.
O=c1[nH][nH]cc1C=NCc1cccc(C(F)(F)F)c1 was read as HEK293 NOD2/NF-kB 4%, GPR55 beta-arrestin 0.7%, NOD1 inhibition -38%, KOR beta-arrestin-1 8%, KOR beta-arrestin-2 -2.5%, MgcRacGAP inhibition 9%, SV40 large T antigen 2%, GPR55 antagonists 2% and HIV fusion peptide -1.2%.
For Cc1ccc2c(c1)cc1c(=O)n(CC(=O)NCc3ccccn3)nc(C)n12 the results were HEK293 NOD2/NF-kB -1%, GPR55 beta-arrestin -0.4%, NOD1 inhibition -9%, KOR beta-arrestin-1 -41%, KOR beta-arrestin-2 5.7%, MgcRacGAP inhibition 10%, SV40 large T antigen 3%, GPR55 antagonists -2% and HIV fusion peptide 1.3%.
O=C(COc1cccc(C(F)(F)F)c1)N1CCN(c2ccccc2O)CC1 was read as HEK293 NOD2/NF-kB -9%, GPR55 beta-arrestin -0.3%, NOD1 inhibition 2%, KOR beta-arrestin-1 20%, KOR beta-arrestin-2 0.8%, MgcRacGAP inhibition 6%, SV40 large T antigen 23%, GPR55 antagonists 7% and HIV fusion peptide -2.3%.
For COCCN(CCOC)C(=O)C1CCCN(S(=O)(=O)c2ccc(NC(=O)OC)cc2)C1 (configuration not stated) the results were HEK293 NOD2/NF-kB 3%, GPR55 beta-arrestin -0.2%, NOD1 inhibition -9%, KOR beta-arrestin-1 7%, KOR beta-arrestin-2 3.5%, MgcRacGAP inhibition 10%, SV40 large T antigen 10%, GPR55 antagonists -8% and HIV fusion peptide 1.2%.
COc1ccc(C(=O)NCC(C)(C)SCc2c(C)cc(C)cc2C)cc1 was read as HEK293 NOD2/NF-kB 10%, GPR55 beta-arrestin 2.2%, NOD1 inhibition 5%, KOR beta-arrestin-1 5%, KOR beta-arrestin-2 -1.3%, MgcRacGAP inhibition 6%, SV40 large T antigen -1%, GPR55 antagonists -5% and HIV fusion peptide -1.7%.

Only part of the results is shown; rates above refer to the full screens.
